# Bioassay records (PubChem)
# ATXN2 expr inh – ATXN2 expression inhibition; HEK-293 ATXN2-luciferase reporter, luminescence, 24 h; Potency, µM (titrated, usually from 57 µM), for inactives: at the highest dose activity change, negative = inhibition, hits mostly inhibitors; actives 0.72% (n = 360,000); AID 1745845; further: on the % scale 0 is the no-effect control and ±100 the full control effect; nearly all actives have a fitted effect of over 55% in size
#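 qHTS (up to 57 uM final) was run with 24 h compound exposure of reporter cells at 37 °C. Each well was multiplexed: SteadyGlo luminescence measured ATXN2-luciferase expression after a fluorogenic Gly-Phe-AFC viability readout (25 uM final).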
# Nrf2 activator – activators of Nrf2 (ARE) signaling; AID 624171; Potency, µM (titrated, usually from 46.1 µM), for the others: top-dose activation, actives largely listed as activators; actives 0.31% (n = 410,000); AREc32 ARE-luciferase reporter (MCF7-derived line), luminescence, 24 h; further: % of control where 0% means no effect; nearly all actives have a fitted effect of over 65% in size
#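 Reporter line AREc32 (ARE-Fluc), seeded overnight in OPTI-MEM with 5% FBS; compound pin-transferred, 24 hr at 37 deg C, 5% CO2; luminescent read-out.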
# S2 tox – cell viability loss in ATXN counter-screen; AID 651635; actives 0.49% (n = 400,000); S2 cells (HEK-293 line with an ATXN2-luciferase reporter) viability, CellTiter-Fluor protease fluorescence, 24 h; Potency, µM (doses to about 56.7 µM), hits mostly cytotoxic; further: nearly all actives have a fitted effect of over 40% in size
# TGFb SMAD3 inh – inhibitors of TGF-b signaling | actives 1.2% (n = 410,000) | HepG2 CAGA-GFP TGF-b/SMAD3 reporter, GFP fluorescence, 18 h; TGF-beta stimulated, 500 pg/mL final | Potency, µM (series often up to 46.1 µM), for inactives: at the highest dose activity, negative = inhibition, most hits filed as inhibitors; further: on the % scale 0 is the no-effect control and ±100 the full control effect; nearly all actives have a fitted effect of over 65% in size
#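 First, reporter cells (HEPG2 CAGA-GFP) rested 2 h at 37 degrees C. Next, compounds were pinned in and TGF-beta added to 500 pg/mL final. After 18 h, GFP was imaged per cell and summed per well.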
# EPAC2 antagonist – antagonists of human EPAC2 | Q8WZA2 | EPAC2 GEF exchange of Rap1B-BODIPY-GDP, fluorescence | Potency, µM (doses to about 114 µM), without a hit: at the top dose activity, negative = inhibition, most hits filed as inhibitors | actives 0.18% (n = 360,000) | AID 720708; further: on the % scale 0 is the no-effect control and ±100 the full control effect; nearly all actives have a fitted effect of over 45% in size; many of its hits are not listed in these tables
# Target sequence (Q8WZA2 whole entry, looked up): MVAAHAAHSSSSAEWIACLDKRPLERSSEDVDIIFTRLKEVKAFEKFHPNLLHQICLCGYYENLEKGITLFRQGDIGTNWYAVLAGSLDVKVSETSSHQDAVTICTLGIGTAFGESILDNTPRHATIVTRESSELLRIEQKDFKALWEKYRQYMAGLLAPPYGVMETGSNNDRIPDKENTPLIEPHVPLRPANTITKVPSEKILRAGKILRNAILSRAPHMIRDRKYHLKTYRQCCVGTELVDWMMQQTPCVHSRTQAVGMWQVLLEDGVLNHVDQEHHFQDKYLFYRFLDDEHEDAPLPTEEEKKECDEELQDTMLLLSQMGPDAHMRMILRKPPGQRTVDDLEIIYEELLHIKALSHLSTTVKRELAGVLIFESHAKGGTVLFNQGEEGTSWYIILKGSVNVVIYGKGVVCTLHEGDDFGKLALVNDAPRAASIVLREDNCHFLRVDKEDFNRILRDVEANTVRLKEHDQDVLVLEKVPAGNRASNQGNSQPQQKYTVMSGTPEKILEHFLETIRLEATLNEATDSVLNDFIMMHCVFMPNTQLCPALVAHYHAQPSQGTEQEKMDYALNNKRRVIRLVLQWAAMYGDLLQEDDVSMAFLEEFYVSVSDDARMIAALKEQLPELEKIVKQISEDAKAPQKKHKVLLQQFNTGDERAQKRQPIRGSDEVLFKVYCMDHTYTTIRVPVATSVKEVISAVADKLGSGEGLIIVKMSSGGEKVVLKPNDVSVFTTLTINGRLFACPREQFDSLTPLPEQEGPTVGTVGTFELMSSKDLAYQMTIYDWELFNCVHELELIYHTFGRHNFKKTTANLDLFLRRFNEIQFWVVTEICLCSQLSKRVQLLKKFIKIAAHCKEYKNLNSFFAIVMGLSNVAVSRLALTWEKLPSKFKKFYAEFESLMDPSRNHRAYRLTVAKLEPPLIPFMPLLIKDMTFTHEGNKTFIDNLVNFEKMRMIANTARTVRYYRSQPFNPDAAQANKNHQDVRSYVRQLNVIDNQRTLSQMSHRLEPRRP
# MCF10A rereplic – DNA re-replication induction in MCF 10a cells | Potency, µM (titrated, usually from 46.1 µM), for the others: top-dose activity, positive = re-replication, actives largely listed as activators | actives 2.9% (n = 350,000) | MCF 10A DNA re-replication, Hoechst nuclear intensity, 48 h; further: % of control where 0% means no effect; nearly all actives have a fitted effect of over 50% in size
# HepG2 tox – HepG2 cytotoxicity, counter-screen for TGF-b inhibitors. actives 0.76% (n = 410,000). Potency, µM (doses to about 46.1 µM), inactives show top-dose activity change, negative = cytotoxicity, usual class: cytotoxic. HepG2 CAGA-GFP viability, ATP luminescence, 18 h; further: some results filed as inactive show a strong effect at the top dose
#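 HepG2 CAGA-GFP cells (1000/well, DMEM with 1% FBS) received compound, then TGF-beta at 500 pg/mL final, and were incubated 18 hours at 37 degrees C. Viability was read by CellTiter-Glo luminescence. Media-only wells were set as complete cell-killing and DMSO as no toxicity.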
# Nrf2 inh – Nrf2 pathway inhibition | A549 ARE-Fluc reporter, luciferase luminescence, 18-24 h | Potency, µM (doses to about 46 µM), for inactives: at the top dose activity change, negative = inhibition, hits mostly inhibitors | actives 2.1% (n = 360,000) | AID 504444; further: on the % scale 0 is the no-effect control and ±100 the full control effect; nearly all actives have a fitted effect of over 60% in size
#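 Reporter: ARE-Fluc in A549. Exposure: 18-24 h, 37 °C, 5% CO2, 5% FBS OPTI-MEM. Readouts: fluorescent cytotoxicity (CellTiter-Fluor), then luminescent Nrf2 signal after BugLite.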
# A549 tox – A549 cytotoxicity, counter-screen for Nrf2 inhibitors; A549 ARE-Fluc cells, CellTiter-Fluor viability, 18-24 h; actives 0.16% (n = 390,000); Potency, µM (titrated, usually from 46 µM), for the others: at the top dose activity change, negative = cytotoxicity, most hits filed as inhibitors; further: on the % scale 0 is the no-effect control and ±100 the full control effect
#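 A549 ARE-Fluc cells in 5% FBS OPTI-MEM, 5000 cells/well, rested 2 h then exposed to compounds in concentration-response for 18-24 h at 37 °C. Viability by CellTiter-Fluor fluorescence (Ex 405/Em 525) after 30 min; luciferase luminescence (BugLite, 15 min, RT) read afterwards.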
# Numbers without * were called inactive; i = inactive; u = inconclusive; x = not tested or not shown; & = joins results of further samples; [ ] = remark or other dose. The call rests on the fitted dose curve; in most records, active means well fitted curve in the direction sought with a large enough effect; inconclusive means small, poorly fitted or top-dose-only effect, or another doubt; inactive means no such curve, though single readings can be large; an effect the other way counts as inactive or inconclusive. Potency means the concentration at half of the fitted maximal effect.
1: O=C(c1cccc(Cl)c1)N1CCC(=O)N(C(COCc2ccccc2)Cc2ccccc2)CC1 (configuration not stated)
2: CCOc1ccccc1NC(=O)C1=C(C)NC(=S)NC1c1cccs1 (configuration not stated)
3: COc1cc(OC)cc(-c2oc3cccnc3c2C#CCCO)c1
4: C=CCn1c(CCc2ccccc2)nnc1SCC(=O)OC
5: CCCCN(C)C(=O)C1CCN(C/C(C)=C/c2ccccc2)CC1
6: CCOC(=O)c1c(NC(=O)CCCOc2ccc(C(C)(C)C)cc2)sc2c1CCC2
7: Cc1ccc(NC(=S)NCCN(C2CCCCC2)C2CCCC2)cc1
8: COc1ccc(-n2c3c(cc(C(=O)NCC(=O)c4ccccc4)c2=O)C(=O)CC(C)(C)C3)cc1
compound no.,1,2,3,4,5,6,7,8
ATXN2 expr inh,-26%,15%,-14%,7%,-15%,7%,x,-16%
Nrf2 activator,0.5%,2.3%,8.8%,-0.6%[9.22 µM],-0.5%,0.0%,-0.3%,-0.2%
S2 tox,u,i,i,i,u,i,u,i
TGFb SMAD3 inh,-27%,1%,-15%,-2%,3%,29%,u,3%
EPAC2 antagonist,-11%,7%,-28%,13%,4%,x,6%,-21%
MCF10A rereplic,0%,-70%[inhibitor],-2%,-20%,5%,x,2%,0%
HepG2 tox,-24%,7%,-15%,-2%,-19%,6%,-49%,8%
Nrf2 inh,-2%,0%,u,-6%,-6%,-3%,-2%,1%
A549 tox,-3%,-8%,-2%,7%,2%,5%,1%,2%

9: Cc1c(Cl)c(C(=O)N2CCCC2)nn1C
10: Cc1ccc(OCC(O)Cn2c(N3CCCCC3)nc3c2c(=O)[nH]c(=O)n3C)cc1 (configuration not stated)
11: O=C(COc1ccc(NC(=O)c2ccccc2[N+](=O)[O-])cc1)c1ccc(F)cc1
12: CC1(C)Cc2c(sc(NC(=O)c3ccc(S(=O)(=O)N4CCCC4)cc3)c2C#N)C(C)(C)N1
13: CN1CCN(S(=O)(=O)c2ccc3ccccc3c2)CC1
14: CC(=O)n1cc(-c2ccncc2)c2ccccc21
15: COc1cccc(OCc2cc(C(=O)N3CCC(c4ccncc4)CC3)no2)c1
16: Cc1cc(NC(=O)CSc2nc3c(sc4ccccc43)c(=O)n2CCCN2CCOCC2)n[nH]1
compound no.,9,10,11,12,13,14,15,16
ATXN2 expr inh,1%,x,-3%[11.3 µM],3%,1%,16%,-15%,1.4µM*
Nrf2 activator,-0.1%,0.2%,0.3%,0.1%,-0.7%,-0.6%,2.5%,-0.7%
S2 tox,i,u,i,i,i,i,i,u
TGFb SMAD3 inh,1%,-19%,20%,-7%,-10%,-2%,-28%,-16%
EPAC2 antagonist,-5%,2%,1%,-5%,7%,-11%,-6%,-4%
MCF10A rereplic,0%,-1%,-10%,4%,1%,-4%,10%,u
HepG2 tox,30%,-18%,8%,0%,-1%,-21%,-13%,-51%
Nrf2 inh,-5%,5%,22%,29%,0%,-5%,5.2µM*,7.3µM*
A549 tox,-5%,-12%,9%,0%,3%,-4%,-17%,u

17: CNC(=O)CN1C(=O)c2cccnc2Sc2ccccc21
18: CCCc1cc(CNC(=O)C2CCC(=O)N(Cc3ccccc3OC)C2)on1 (configuration not stated)
19: Clc1ccc(Cl)c(OCCCCN2CCNCC2)c1
20: CCN(CC)c1ccc(C2=NNC(=O)CC2C)cc1[N+](=O)[O-] (configuration not stated)
21: CS(=O)c1ccccc1-c1nc(-c2ccc(Cl)cc2)no1 (configuration not stated)
22: Cc1ccc(S(=O)(=O)N2CCOCC2)cc1NC(=O)COC(=O)c1ccc(Cl)s1
23: COc1ccc(NC(=O)COC(=O)c2ccc(S(=O)(=O)N3CCCCC3)cc2)c(OC)c1
24: COc1cc(-c2noc(C3CC(=O)N(c4cc(C)ccc4C)C3)n2)cc(OC)c1OC (configuration not stated)
compound no.,17,18,19,20,21,22,23,24
ATXN2 expr inh,8%,20%,-23%,12%,30%,3%,x,-22%
Nrf2 activator,-0.2%,-0.2%,0.4%[9.22 µM],2.5%,15%,-0.4%,0.2%,-0.8%
S2 tox,i,i,i,i,i,i,i,u
TGFb SMAD3 inh,0%,-8%,u,18%,7%,16%,0%,u
EPAC2 antagonist,x,-3%,4%,-4%,-12%,-7%,12%,x
MCF10A rereplic,x,-4%,9%,10%,4%,1%,x,x
HepG2 tox,-18%,3%,-47%,-18%,0%,5%,-45%,4%
Nrf2 inh,3%,25%,3%,1%,u,16%,x,u
A549 tox,15%,0%,4%,-1%,19%,7%,x,10%

# Compounds listed so far with a nitro group on carbon:
11: O=C(COc1ccc(NC(=O)c2ccccc2[N+](=O)[O-])cc1)c1ccc(F)cc1
20: CCN(CC)c1ccc(C2=NNC(=O)CC2C)cc1[N+](=O)[O-] (configuration not stated)
compound no.,11,20
ATXN2 expr inh,-3%[11.3 µM],12%
Nrf2 activator,0.3%,2.5%
S2 tox,i,i
TGFb SMAD3 inh,20%,18%
EPAC2 antagonist,1%,-4%
MCF10A rereplic,-10%,10%
HepG2 tox,8%,-18%
Nrf2 inh,22%,1%
A549 tox,9%,-1%

# Copied from the entries so far (2 entries):
23: COc1ccc(NC(=O)COC(=O)c2ccc(S(=O)(=O)N3CCCCC3)cc2)c(OC)c1
24: COc1cc(-c2noc(C3CC(=O)N(c4cc(C)ccc4C)C3)n2)cc(OC)c1OC (configuration not stated)
compound no.,23,24
ATXN2 expr inh,x,-22%
Nrf2 activator,0.2%,-0.8%
S2 tox,i,u
TGFb SMAD3 inh,0%,u
EPAC2 antagonist,12%,x
MCF10A rereplic,x,x
HepG2 tox,-45%,4%
Nrf2 inh,x,u
A549 tox,x,10%

# Next part:
25: CCOC(=O)Cc1csc(/N=C/c2c(O)n(-c3ccccc3C(F)(F)F)c(=O)c3ccccc23)n1
26: FC(F)(F)c1cccc(OCC2CNC(=S)O2)c1 (configuration not stated)
27: O=C1NC[C@H](CCCCN2C[C@H](Cc3ccc(O)cc3)N(CCc3ccc(O)cc3)C(=O)C2=O)N(CC2CCCCC2)C1=O
28: Cc1cc(C)n(-c2nc3ccccc3nc2N2CCC(C)CC2)n1
29: CCn1nc(C(=O)NNC(=O)C(Cc2ccccc2)NC(N)=O)c2ccccc2c1=O (configuration not stated)
30: Cc1ccc(C(=O)N2c3nc(-c4ccco4)nn3C3(CCCCC3)[C@@H]3CCCC[C@@H]32)cc1
31: COc1ccc(CC(=O)NC(C)c2ccc3ccccc3c2)cc1 (configuration not stated)
32: O=C(CSc1nc2scc(-c3ccco3)c2c(=O)n1-c1ccccc1)N1CCOCC1
compound no.,25,26,27,28,29,30,31,32
ATXN2 expr inh,-15%,x,0%,-14%,14%,x,-9%,-8%
Nrf2 activator,-0.8%,0.7%,-1.5%,-0.1%,-0.2%,5.6%,1.7%,2.3%
S2 tox,x,i,i,i,i,x,i,i
TGFb SMAD3 inh,-2%,-24%,x,-16%,-3%,0%,-15%,33%&5%[activator]
EPAC2 antagonist,-5%,-1%,8%,-5%,1%,x,-6%,6%
MCF10A rereplic,-2%,-1%,x,16%,-19%,x,u,u
HepG2 tox,1%,-13%,x,-4%,-2%,-24%,-31%,3%&10%
Nrf2 inh,13µM*,-10%,x,u,-2%,u,-18%,-13%&-10%
A549 tox,-20%,-1%,x,-17%,1%,0%,12%,-4%&-6%

33: COc1ccc(C(=O)Nn2cnnc2)cc1
34: Cc1ccccc1NC(=O)NCc1ccccn1
35: Cc1cc(C)cc(-n2nnnc2-c2cn(C)nc2C(F)(F)F)c1
36: CCC1CCCCN1CCCNC(=O)c1ccc(CS(=O)(=O)c2ccccc2OC)o1 (configuration not stated)
37: N#CCCCCn1c(-c2cncs2)nc2ccccc21
38: C=CCN1C(=O)C2C(C(=O)NCc3ccccc3)C3(C)C=CC2(O3)C1C(=O)NC(C)(C)C (configuration not stated)
39: C/C(=N\OCC(=O)Nn1c(=O)[nH]c2ccccc2c1=O)c1ccccc1
40: Cc1noc(C)c1CSCC(=O)N(C)CC(=O)Nc1ccccc1Br
compound no.,33,34,35,36,37,38,39,40
ATXN2 expr inh,-3%,24%,-4%,2%,7%,3%,-18%,-14%
Nrf2 activator,-0.7%,0.3%,-0.3%,0.2%,2.7%,0.5%,-0.3%,2.4%
S2 tox,i,i,i,i,i,i,i,i
TGFb SMAD3 inh,25%,19%,-4%,3%,9%,0%,u,-4%
EPAC2 antagonist,-1%,-2%,-2%,1%,-5%,-4%,0%,-3%
MCF10A rereplic,-1%,1%,-4%,-3%,0%,2%,-2%,13%
HepG2 tox,9%,-15%,1%,2%,1%,0%,-4%,-17%
Nrf2 inh,-4%,19%,-25%,4%,-2%,14%,-1%,-6%
A549 tox,-2%,1%,-11%,-13%,-8%,3%,2%,2%

41: Cc1nc2scc(C)n2c(=O)c1S(=O)(=O)Nc1cccc(O)c1
42: CCOc1ccc(C(=O)CSCCC(=O)O)cc1
43: CCOC(=O)N1CCN(c2c(N3CCN(c4ccc(OC)cc4)CC3)c(=O)c2=O)CC1
44: Cc1cccc(C2c3[nH]c4ccccc4c3CCN2C(=O)CN2CCOC2=O)n1 (configuration not stated)
45: O=C(Cc1ccc(Cl)cc1)c1c[nH]c(C(=O)NCCCn2ccnc2)c1
46: COc1ccc(OCCCC(=O)ON=C(N)c2ccccc2Cl)cc1
47: Cc1cccc(NC(=S)NCCc2c[nH]c3ccccc23)c1
48: O=C(/C=C/c1cnc2ccccc2n1)NC1CCCCCC1
49: CCn1c(SCCC(C)C)nnc1-c1c[nH]c2ccccc12
compound no.,41,42,43,44,45,46,47,48,49
ATXN2 expr inh,6%,u,0%,15%,-20%,3%,-13%,36%[activator],-33%
Nrf2 activator,-0.9%,-2.5%,0.4%,3.7%,-0.3%,-0.2%,0.2%,3.9%,-0.2%
S2 tox,i,i,i,i,i,i,i,i,u
TGFb SMAD3 inh,-5%,-6%,4%,2%,9%,4%,-53%,20%,-22%
EPAC2 antagonist,x,5%,2%,-1%,0%,-3%,-3%,-8%,-23%
MCF10A rereplic,x,-4%,8%,4%,1.8µM*,10%,1%,3%,10%
HepG2 tox,-16%,-6%,6%,-14%,2%,1%,1%,3%,-32%
Nrf2 inh,4%,u,0%,-8%,-12%,7%,1%,u,u
A549 tox,0%,-3%,0%,2%,10%,-1%,6%,0%,-2%

# A portion of the library; the hit share may differ from the screen's.
